GCN5L2 inh: blocks human GCN5L2 histone acetyltransferase; GCN5L2 HAT assay, ThioGlo1 CoA-SH fluorescence; Potency, µM (highest dose often 58.9 µM), for the others: at the highest dose activity change, negative = inhibition, usual class: inhibitors; 0.21% of 390,000 active; AID 504327; Q92830
Target sequence (Q92830 whole entry, looked up): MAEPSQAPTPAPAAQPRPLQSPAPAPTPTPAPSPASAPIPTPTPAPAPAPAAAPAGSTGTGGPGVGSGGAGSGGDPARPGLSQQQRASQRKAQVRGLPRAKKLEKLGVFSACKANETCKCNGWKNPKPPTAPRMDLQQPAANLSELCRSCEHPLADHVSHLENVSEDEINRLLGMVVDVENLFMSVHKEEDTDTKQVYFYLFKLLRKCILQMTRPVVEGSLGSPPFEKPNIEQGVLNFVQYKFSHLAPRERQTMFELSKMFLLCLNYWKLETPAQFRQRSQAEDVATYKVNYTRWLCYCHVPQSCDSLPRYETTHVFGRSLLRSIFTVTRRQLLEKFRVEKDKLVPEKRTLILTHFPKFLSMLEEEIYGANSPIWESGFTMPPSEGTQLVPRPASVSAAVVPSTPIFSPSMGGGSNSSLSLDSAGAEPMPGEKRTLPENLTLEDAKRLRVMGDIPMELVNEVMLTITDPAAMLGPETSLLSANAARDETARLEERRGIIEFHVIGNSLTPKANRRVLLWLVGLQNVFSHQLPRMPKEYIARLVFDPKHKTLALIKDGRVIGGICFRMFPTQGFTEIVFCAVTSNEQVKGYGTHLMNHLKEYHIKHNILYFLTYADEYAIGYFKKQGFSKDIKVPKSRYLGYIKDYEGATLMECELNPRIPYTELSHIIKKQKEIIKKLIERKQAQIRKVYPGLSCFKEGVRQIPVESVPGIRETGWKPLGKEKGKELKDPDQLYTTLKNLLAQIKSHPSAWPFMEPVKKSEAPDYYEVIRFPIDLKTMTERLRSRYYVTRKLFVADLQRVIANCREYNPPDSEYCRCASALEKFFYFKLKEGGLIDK
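ThioGlo1-coupled HAT assay: 20nM GCN5L2, 70uM acetyl-CoA, 75uM H3(1-25) peptide, pH 7.5. Fluorescence read at 340/540nm at start and after 20 min at room temperature.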
TDP1 cell CPT: growth inhibition of DT40 Tdp1-/-;hTDP1 cells with camptothecin (screen for TDP1 inhibitors); AID 686979; Potency, µM (highest dose often 46.2 µM), without a hit: top-dose activity change, negative = growth inhibition, usual class: inhibitors; chicken DT40 Tdp1-/-;hTDP1 cells + 20 nM CPT, ATP luminescence, 48 h; 12% of 420,000 active; also: nearly all actives have a fitted effect of over 55% in size
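Chicken DT40 Tdp1-/- cells complemented with human TDP1, 400 cells/well, exposed to compounds plus 20 nM camptothecin for at least 48 h at 37 C; viability read as ATP content by CellTiter-Glo luminescence.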
FEN1 inh: inhibitors of human flap endonuclease 1; 0.35% of 390,000 active; Potency, µM (series often up to 114 µM), for the others: at the top dose activity change, negative = inhibition, actives largely listed as inhibitors; Recombinant FEN1 flap cleavage, fluorescence, 15 min; P39748; also: nearly all actives have a fitted effect of over 65% in size
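Nuclease activity of 10 nM FEN1 was measured after 15 min of room-temperature exposure to titrated compounds, by adding 50 nM flap substrate and reading plates at 0 and 15 min.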
* = called active by the depositor; u = inconclusive; x = not tested or not shown; [ ] = remark or other dose. Calls follow the shape of the dose curve; as a rule, active = well fitted curve in the direction sought with a large enough effect; inconclusive = small, poorly fitted or top-dose-only effect, or another doubt; inactive = no such curve, though single readings can be large; an effect the other way counts as inactive or inconclusive. % is scaled to controls: 0 for no effect and ±100 for the full control effect; potency is read from the fitted curve at half-maximal effect. Only part of the results is shown (hit frequency here may not be typical).

SMILES	GCN5L2 inh	TDP1 cell CPT	FEN1 inh
Cc1ccc2c(c1)C1(C(=O)N2C)N2CC3(C)CN1CC(C)(C2)C3=O (stereo unspecified)	-4.9%	-14.6%	-3.8%
COc1ccc(CCNC(=O)/C=C/c2ccc(OC)c(S(=O)(=O)N3CCOCC3)c2)cc1	-5.6%	u	-13.5%
COc1ccc(C(=O)/C=C/Nc2ccc(S(=O)(=O)Nc3cccc(C(C)=O)c3)cc2)cc1	33.3%[activator]	u	-1.5%
CCOC(=O)c1c(NC(=O)C(C)Sc2cn(CCNC(=O)c3ccc(OCC)cc3)c3ccccc23)sc2c1CCC2 (stereo unspecified)	-10.1%	u	-1.4%
O=C(Nc1ccccc1-c1ccccc1)C1CCCCC1	14.0%	-10.8%	9.4%
O=c1c2c(n3cnnc3n1C1CCCCC1)-c1ccccc1CC21CCCCC1	-4.2%	20.6µM*	-2.6%
Cc1cnc(C(=O)OCC(=O)N2CCc3ccccc32)cn1	-8.5%	u	17.3%
CC1=C(C(=O)OCC2CCCO2)C(c2ccc(Cl)c(Cl)c2)NC(=O)N1 (stereo unspecified)	-2.9%	u	2.3%
O=C(O)CCCc1c(-[n+]2ccccc2)[nH]c2ccccc12	-3.0%	-7.4%	-0.8%
CCCCSc1nc2c(c(C(F)(F)F)c1C#N)CCC2	-11.6%	8.2%	2.8%
Cc1cccc(N2CCN(C(=O)Cc3cn(C)c4ccccc34)CC2)c1C	-2.5%	u	-7.9%
O/C(=C\c1nc2ccccc2[nH]1)c1cccs1	-5.3%	u	-1.1%
O=C1c2ccc3c4c(ccc(c24)C(=O)N1NC(=O)C(F)(F)F)CC3	-5.8%	u	56.2µM*
NS(=O)(=O)c1ccc2nc(-c3ccccc3)c(-c3ccccc3)nc2c1	-1.8%	-2.5%	-1.7%
CCOc1ccc(C(=O)Nc2cc(C)on2)cc1OCC	2.7%	-18.9%	-12.5%
Cc1noc(C)c1CSc1nnc2cc(C)c3ccccc3n12	-9.9%	-22.9%	-0.2%
CC(=O)c1cccc(N(CC(=O)NCCc2ccccc2)C(=O)c2csnn2)c1	0.1%	-7.9%	6.5%
C=CCc1ccc(OCCOCCOc2ccc(C)cc2[N+](=O)[O-])c(OC)c1	-2.6%	u	-18.1%
O=C1C=C(/C=C/c2ccccc2)C[C@@H](c2ccc3c(c2)OCO3)C1	-8.6%	u	0.0%
Cc1ccc(NC(=O)CSc2nc3ccccc3c(=O)[nH]2)cc1[N+](=O)[O-]	0.8%	u	-9.1%
O=C(C1CCCN(S(=O)(=O)c2cc(Cl)ccc2Cl)C1)N1CCCC1 (stereo unspecified)	-2.9%	u	5.7%
Cc1cc(C(=O)NCc2ccccc2C)c2c(C)nn(-c3cccc(F)c3)c2n1	1.9%	u	15.8%
O=C(C1CCCC1)N1CCC(CC2CC(c3cccc(Br)c3)=NO2)(C(=O)NCC2CCCCC2)CC1 (stereo unspecified)	-8.1%	16.4µM*	6.5%
CCN(CC)C(=O)CN1C(=O)c2cccc3cccc(c23)C1=O	-7.3%	8.3%	-1.0%
COc1cc(CC(=O)OCC(=O)Nc2ccc3c(c2)OCCO3)cc(OC)c1OC	-0.2%	-1.8%	-7.1%
Cc1ccnc(NC(=S)NC(=O)c2cccs2)c1	1.4%	u	1.9%
CSc1cccc(NC(=S)NCCCN2CCN(c3ccc(F)cc3)CC2)c1	-6.7%	12.6%	4.1%
O=C(NCc1cccnc1)c1ccc(Br)o1	-4.4%	6.6%	4.6%
CCOC(=O)CSc1snnc1C	x	7.4%	-1.3%
O=C(NC1CCCCC1)c1ccc2c(c1)S(=O)(=O)c1ccccc1C2=O	x	-27.2%	19.6%
CCCCNC(=O)c1sc2ncnc(N3CCc4ccccc4C3)c2c1C	0.9%	14.6µM*	u
CCNC(COC(=O)c1ccc([N+](=O)[O-])cc1)C1CCCCC1 (stereo unspecified)	x	u	-0.3%

4 structures out of the list, ordered by SMILES length, smallest number first:
SMILES	GCN5L2 inh	TDP1 cell CPT	FEN1 inh
CCOC(=O)CSc1snnc1C	x	7.4%	-1.3%
Cc1ccnc(NC(=S)NC(=O)c2cccs2)c1	1.4%	u	1.9%
CCNC(COC(=O)c1ccc([N+](=O)[O-])cc1)C1CCCCC1 (stereo unspecified)	x	u	-0.3%
COc1cc(CC(=O)OCC(=O)Nc2ccc3c(c2)OCCO3)cc(OC)c1OC	-0.2%	-1.8%	-7.1%

Other entries follow.
SMILES	GCN5L2 inh	TDP1 cell CPT	FEN1 inh
COc1cc(SC)ccc1C(=O)Nc1cc(C)ccn1	-2.7%	u	-6.1%
CC1(C)CC(=O)/C(=C(/O)Cc2ccccc2)C(=NCCc2ccccc2)C1	-0.1%	-0.3%	-8.0%
Cc1ccnc2nc(C(=O)OCC(=O)Nc3ccc([N+](=O)[O-])cc3Br)nn12	2.4%	-9.4%	-2.7%
CCOc1c2ccc(C(=O)NCc3ccc4c(c3)OCO4)cc2nn1CCOC	-1.8%	0.7%	-6.0%
O=C(CCC(=O)Nc1ccccc1Cl)NNC(=O)COc1ccc([N+](=O)[O-])cc1	-17.0%	-10.6%	-16.8%
COc1cccc(NC(=O)c2ccc(S(=O)(=O)N3CCCCC3)cc2)c1	-4.8%	-22.5%	-14.3%
C/C=C/C(=O)OCC(=O)Nc1nc2ccc(C)cc2s1	-0.3%[0.501 µM]	-5.3%	3.3%
COc1ccc(OC)c(/C=C/c2c3ccccc3cc[n+]2C)c1	x	2.24µM*	-15.5%
c1ccc(-c2csc3ncnc(N4CCN(Cc5ccc6c(c5)OCO6)CC4)c23)cc1	-8.9%	16.4µM*	10.0%
COc1ccc(C2(C(=O)Nc3ccc(C(=O)O)cc3)CCOCC2)cc1	-3.0%	-15.3%	0.3%
CCCC(NC(=S)NCC1CCCO1)C12CC3CC(CC(C3)C1)C2 (stereo unspecified)	-5.4%	u	-22.3%
CC1(C)Cc2cccc(C(=O)Nc3ccc(F)cc3F)c2O1	-1.5%	u	-5.1%
CCc1ccc(C2NC(=S)NC3=C2C(=O)CC(C)(C)C3)cc1 (stereo unspecified)	1.8%	4.3%	13.7%
CCOc1ccc(OCC)c(NC(=O)CCc2nc3cccnc3n2Cc2cccs2)c1	-4.9%	u	3.5%
COc1ccc(C)cc1NC(=O)CN1C(=O)COc2ccc(S(=O)(=O)N3CCCCC3)cc21	-1.7%	u	-4.7%
COc1cc(NC(=O)Cn2ncc3c([nH]c4ccc(C)cc43)c2=O)cc(OC)c1OC	-9.8%	-4.0%	-4.8%

A different layout for part of the listing above:
Values in the order: GCN5L2 inh	TDP1 cell CPT	FEN1 inh
COc1ccc(C2(C(=O)Nc3ccc(C(=O)O)cc3)CCOCC2)cc1
    -3.0%	-15.3%	0.3%
CCCC(NC(=S)NCC1CCCO1)C12CC3CC(CC(C3)C1)C2 (stereo unspecified)
    -5.4%	u	-22.3%
CC1(C)Cc2cccc(C(=O)Nc3ccc(F)cc3F)c2O1
    -1.5%	u	-5.1%

The results go on:
SMILES	GCN5L2 inh	TDP1 cell CPT	FEN1 inh
NC(=O)c1ccc(-c2nnc(Nc3ccc(S(N)(=O)=O)cc3)c3ccccc23)cc1	-3.8%	u	4.2%
CC(=O)Nc1cc([N+](=O)[O-])ccc1N1CCOCC1	-8.0%	-0.3%	-10.4%
O=C(Nc1nnc(SCc2cccc(F)c2)s1)c1ccco1	-11.2%	2.0%	16.5%
O=c1[nH]c(CN2CCOCC2)nc2scc(-c3ccccc3)c12	0.6%	8.6%	-1.6%
COc1ccccc1CCC(=O)OCC(=O)Nc1ccc(C)c(S(=O)(=O)N2CCCCC2)c1	-7.9%	6.3%	-14.6%
Nc1nnc(/C=C/c2ccccc2)s1	2.2%	10.9%	2.0%
CN(C)c1ccc(Nc2ncnc3ccc(Br)cc23)cc1	-2.8%	u	7.4%
Cc1noc(/C=C/N(C)C)c1S(=O)(=O)N1CCCC(C(=O)NCc2ccccc2Cl)C1 (stereo unspecified)	2.0%	-15.3%	6.8%
CCOC(=O)c1c(C)[nH]c(C(=O)CSc2nc(C)cc(C)n2)c1C	-1.2%	14.6µM*	-11.1%
CCOc1ccccc1CNS(=O)(=O)c1cc2c(cc1C)NC(=O)CO2	-14.5%	u	-4.4%
COc1ccc(CNC(=O)c2cnn(-c3ccc(C)cc3)c2-n2cccc2)cc1OC	-1.0%	u	-14.5%
Nn1c(SCc2ccccc2)nc2ccccc21	-1.0%	1.8%	-2.6%
Cc1ccc(Cn2c(SCC(=O)NCc3ccc(Cl)cc3)nc3ccsc3c2=O)cc1	-2.0%	u	6.8%
CC(C)OCCCNC(=O)c1ccc(C2SCC(=O)N2Cc2ccco2)cc1 (stereo unspecified)	0.7%	-1.0%	0.1%
CC(C)[C@H](NC(=O)C1CCN(S(=O)(=O)c2ccc(F)cc2)CC1)C(=O)N1CCCCCC1	-4.6%	-14.2%	20.8%
Cn1c(N2CCOCC2)c(C#N)c2ccccc21	-5.1%	-15.2%	15.0%
COc1ccc(CCNC(=O)CSc2n[nH]c(N)n2)cc1OC	-0.9%	7.7%	-4.8%
Cn1c(=O)[nH]c(N)c(Br)c1=O	x	-29.7%	-2.1%
Cc1ccccc1C(=O)Nc1ccc2nc(N3CCCCC3)cc(C)c2c1	-12.4%	u	-21.3%
Cc1ccc(C)c(C(=O)COC(=O)c2ccc(Br)o2)c1	-5.4%	-0.2%	0.2%
CN(C)S(=O)(=O)c1ccc(C(=O)NNC(=O)c2ccccc2-n2cccc2)cc1	-6.2%	-0.4%	-15.0%
COC(=O)C(C)Sc1nc2c(c(=O)n(C)c(=O)n2C)n1Cc1cccc(C)c1 (stereo unspecified)	-4.9%	-18.2%	4.6%
CSCc1cc(N(C)C)nc(SCc2ccc(Cl)c(Cl)c2)n1	-1.0%	u	-23.4%
O=C(Oc1ccc2c(c1)OCO2)C12CC3CC(CC(C3)C1)C2	-2.0%	-23.2%	8.3%
Cc1cccn2c(=O)c(C=O)c(N3CC(C)OC(C)C3)nc12 (stereo unspecified)	-17.5%	-14.6%	2.1%
COc1ccc2cc(S(=O)(=O)N3CCCC3)ccc2c1	-7.6%	-3.8%	-4.6%
Cc1ccc(CC(C(=O)O)C(C)C(=O)Nc2ccc(F)cc2)cc1 (stereo unspecified)	-2.1%	-3.8%	-15.0%
CCCCN1C(=O)C(O)(CC(=O)c2ccco2)c2cc(Br)ccc21 (stereo unspecified)	2.9%	2.59µM*	-15.6%
CCOC(=O)C1CCN(S(=O)(=O)C(F)(F)c2nc3ccccc3s2)CC1	-10.4%	u	-5.0%
Cc1ccc(-c2csc(N/N=C/c3ccco3)n2)c(C)c1	3.2%	-27.8%	-0.2%
CC(Oc1ccc(Cl)cc1)C(=O)NNC(=S)NC(=O)c1ccco1 (stereo unspecified)	2.0%	u	1.2%
CCOC(=O)CSc1nc(-c2ccc(F)cc2)cc(C(F)(F)F)c1C#N	-4.4%	-4.3%	-12.5%
Cc1ccc(NC(=O)Cn2c(=O)ccc3cc(S(=O)(=O)N4CCCC4)ccc32)cc1N(C)C	-7.1%	u	2.3%
CCOC(=O)N1CCN(S(=O)(=O)N2CCCC(C(=O)NCCc3ccc(C)cc3)C2)CC1 (stereo unspecified)	-4.6%	u	-8.2%
C=C(C)CN=C1NN=C(c2cc(C)n(-c3ccc(C)cc3)c2C)CS1	2.2%	14.6µM*	4.0%
CSc1nc(Cl)cc(Nc2ccccc2N)n1	-7.2%	9.7%	-8.2%
COc1ccc2oc(=O)c(N3C(=O)c4ccccc4C3=O)cc2c1	-0.7%	-0.6%	17.1%
O=[N+]([O-])c1ccccc1S(=O)(=O)N1CCN(CC2CC3C=CC2C3)CC1 (stereo unspecified)	-9.6%	-31.0%	-2.8%
O=C(NCCC(=O)N1CCN(c2ccccn2)CC1)c1ccc(Br)cc1	-5.1%	-8.3%	3.6%
O=C1Nc2c(c(=O)[nH]c(=O)n2-c2ccc(F)cc2)C1(NS(=O)(=O)c1ccc(Cl)cc1)C(F)(F)F (stereo unspecified)	-1.4%	13.2%	-16.2%
COc1ccc(OC)c(CNC(=O)C2CCCN(S(=O)(=O)N3CCC(C)CC3)C2)c1 (stereo unspecified)	-6.4%	u	0.8%
